# MRP resist rev = reversal of MRP1-mediated doxorubicin resistance, primary screen, H69AR cells, doxorubicin co-treatment | H69AR cells + 2 uM doxorubicin, CellTiter-Glo, 72 h | differential viability (reversal), % at 10 µM | 85,000 tested, 0.04% active | AID 602, 2007;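 active = viability drop by adding the cancer drug above about 55%, with treated viability meeting a 40% cutoff, limit read from the data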;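 also: viability without doxorubicin minus viability with 2 µM doxorubicin for each compound; larger differential means the compound sensitizes cells more to doxorubicin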
# PLAP inhibitors HTS = PLAP enzyme inhibitors, biochemical, luminescence, HTS (AID 690); purified PLAP, luminescent substrate; higher % means a stronger effect; inhibition, % at 20 µM, or IC50 in µM where a hit was titrated; 96,000 tested, 0.08% active; in the data active = a potency from the dose series; inactive = the rest, 99 in 100 with inhibition below about 30%; also: strong numbers were not always called active
# NFkB transloc pot = enhancers of NFkB p65 translocation in HUVEC – imaging, IL-1B stimulus, high-content imaging, primary screen | HUVEC IL-1B NFkB p65 nuclear translocation imaging | activation, % at 2 µM | 94,000 tested, 0.3% active;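 active = activation above 40%, about the mean plus 3 SD, also judged a hit on visual image review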;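 also: percent activation is computed from the nuclear over cytoplasmic p65 intensity ratio; values of inactives mirror those of a sister screen read the other way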
# Bcl-B TR3 displacers = displacers of TR3 peptide from Bcl-B, primary screen, selectivity assay for Bfl-1 inhibitor project, biochemical, fluorescence polarization. Bcl-2-like protein 10 (Homo sapiens). FP displacement of FITC-TR3 peptide from Bcl-B; higher % means a stronger effect. displacement, % at 20 µM, or IC50 in µM where a hit was titrated. 96,000 tested, 0.11% active. AID 748, 2007;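 active = displacement above 50% at 20 µM plus a fluorescence interference ratio under 1.5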;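 also: plate controls were wells without compound for no effect and wells lacking Bcl-B protein for full effect; a part of the inactive calls stands beside numbers as strong as those of hits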
# NFkB transloc inh = inhibitors of IL-1B driven NFkB p65 nuclear import, primary screen, imaging, HUVEC, IL-1B stimulus, high-content imaging | AID 796, 2007 | HUVEC IL-1B NFkB p65 nuclear translocation imaging | inhibition, % at 2 µM | 94,000 tested, 0.43% active;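 active = inhibition above about 30% together with a positive call from visual inspection of the well image, limit read from the data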;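 also: nuclear over cytoplasmic p65 intensity ratio measured by imaging; 0% = IL-1B stimulated DMSO wells and 100% = unstimulated DMSO wells; values of inactives mirror those of a sister screen read the other way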
# MRP resist rev cytotoxicity = second read-out of MRP resist rev, no call of its own (marks repeat the call); viability, %; H69AR cells, CellTiter-Glo, 72 h; measured here: cytotoxicity without doxorubicin
# MRP resist rev with doxorubicin = also measured in MRP resist rev; calls as there; viability, %; measured here: viability with 2 uM doxorubicin; hits give low values
# NFkB transloc inh cell count 2 µM = second read-out of NFkB transloc inh, no call of its own (marks repeat the call); cell count; measured here: cells passing quality filter;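 raw number of nuclei counted in each imaged well without normalization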
# NFkB transloc pot cell count 2 µM = also measured in NFkB transloc pot; calls as there; cell count; measured here: cells passing quality filter
# Numbers without * were called inactive; nt = no result given. The list is partial; count on the stated rates, not on these rows.
SMILES,MRP resist rev,MRP resist rev cytotoxicity,MRP resist rev with doxorubicin,PLAP inhibitors HTS,NFkB transloc pot,NFkB transloc pot cell count 2 µM,Bcl-B TR3 displacers,NFkB transloc inh,NFkB transloc inh cell count 2 µM
COC(=O)c1ccc(Cl)c(NC(=O)CN2CCN(C)CC2)c1,1,89,89,-79%,14,144,6%,-14,144
CC(=O)c1ccc(NC(=O)CSc2nnc(NC(=O)CN3CCOCC3)s2)cc1,1,88,88,-20%,nt,nt,5%,nt,nt
CN(C)C(=O)N1CCC(C(=O)NCc2ccccc2)CC1,4,92,88,9%,nt,nt,2%,nt,nt
O=C1OCCN1CCN(CN1C(=O)CCC1=O)CN1C(=O)CCC1=O,7,102,96,-12%,6,130,5%,-6,130
O=C(O)CCC(=O)N1CC=C(c2ccccc2)CC1,-12,92,104,-46%,4,139,7%,-4,139
CC(C)NS(=O)(=O)c1ccc(OCC(=O)N2CCCC2)c(Cl)c1,10,96,85,9%,-2,100,-2%,2,100
Cc1ccnc(NC(=O)c2ccc(COc3ccc(Cl)cc3)o2)c1,11,104,93,24%,4,155,-1%,-4,155
Cc1oc(-c2ccccc2F)nc1CN1CCC(C(=O)NC2CCCc3ccccc32)CC1 (stereo unspecified),nt,nt,nt,-96%,9,134,-4%,-9,134
Cc1ccc(OCCC(=O)OCC(=O)N2c3ccccc3CC2C)cc1 (stereo unspecified),-9,80,89,-6%,nt,nt,2%,nt,nt
COCC(C)N=Cc1c(O)[nH]c2ccccc12 (stereo unspecified),-1,80,81,-4%,nt,nt,4%,nt,nt
CCOC(=O)c1ccc(N2C(=O)CC(C(=O)OC)=C2C)cc1,3,80,77,-49%,6,145,-10%,-6,145
Cc1cc(C(F)F)n2nc(C(=O)Nc3sc4c(c3C#N)CCC(C)C4)nc2n1 (stereo unspecified),11,102,91,4%,7,158,0%,-7,158
CCCN(CC1CC1)C(=O)CSc1ncnc2sc(C)c(C)c12,11,80,69,-13%,10,176,-2%,-10,176
Cn1cnnc1SCC(=O)c1ccc2c(c1)OCO2,5,101,95,29%,4,128,-6%,-4,128
Cc1onc(-c2ccccc2Cl)c1C(=O)Nc1ccc(S(=O)(=O)NCC2CCCO2)cc1 (stereo unspecified),-5,81,86,-11%,37,150,4%,-37,150
O=C(NNC(=O)c1ccccc1Br)c1ccc(Cl)cc1,nt,nt,nt,-13%,0,70,3%,0,70
Cc1onc(-c2ccccc2)c1C(=O)Nc1cccc(C#N)c1,7,82,76,11%,nt,nt,-1%,nt,nt
COc1ccccc1NC(=O)c1ccc(-c2ccc(Br)cc2)o1,-22,19,41,18%,-5,144,-5%,5,144
O=C(CC1SCCNC1=O)Nc1cccc(C(F)(F)F)c1 (stereo unspecified),8,101,92,-13%,1,97,6%,-1,97
CCC(C)(C)n1nnnc1C(c1cc2cc3c(cc2[nH]c1=O)OCO3)N1CCCCC1 (stereo unspecified),-6,77,82,-16%,12,147,-4%,-12,147
Cc1ccc(NC(=O)C2C(c3ccccc3)C2(Cl)Cl)c(C)c1 (stereo unspecified),nt,nt,nt,43%,0,154,-5%,0,154
Cc1cc(OCC(=O)c2ccc(F)cc2)ccc1N1C(=O)CCC1=O,-1,97,98,-14%,-12,85,-4%,12,85
Cc1ccc(/C=c2\sc3nc(-c4ccccc4Br)nn3c2=O)o1,-12,91,103,-32%,-9,112,1%,9,112
O=C(CN(Cc1ccc2c(c1)OCO2)C(=O)CNC(=O)c1ccco1)NC1CCCCC1,18,104,87,6%,-1,182,-2%,1,182
CC(C)(/C=N/O)/[N+]([O-])=C/c1ccccc1C(F)(F)F,nt,nt,nt,-2%,-6,107,2%,6,107

# Sorted by value in Bcl-B TR3 displacers (falling): 3 from the list above
SMILES,PLAP inhibitors HTS,NFkB transloc pot,NFkB transloc pot cell count 2 µM,Bcl-B TR3 displacers
COC(=O)c1ccc(Cl)c(NC(=O)CN2CCN(C)CC2)c1,-79%,14,144,6%
CC(C)(/C=N/O)/[N+]([O-])=C/c1ccccc1C(F)(F)F,-2%,-6,107,2%
Cc1ccc(NC(=O)C2C(c3ccccc3)C2(Cl)Cl)c(C)c1 (stereo unspecified),43%,0,154,-5%

# (continued)
SMILES,MRP resist rev,MRP resist rev cytotoxicity,MRP resist rev with doxorubicin,PLAP inhibitors HTS,NFkB transloc pot,NFkB transloc pot cell count 2 µM,Bcl-B TR3 displacers,NFkB transloc inh,NFkB transloc inh cell count 2 µM
CC(=O)Nc1cccc2c1OCCO2,1,94,93,-3%,-5,117,4%,5,117
NC(=O)c1nn(-c2ccccc2)c(=O)cc1O,nt,nt,nt,5%,9,192,-5%,-9,192
Cc1ccccc1N=C(NOCc1ccccc1)c1nonc1N,15,77,62,nt,16,117,nt,-16,117
O=[N+]([O-])c1cc2c(cc1C=Nc1ccccc1)OCO2,nt,nt,nt,-4%,2,223,-4%,-2,223
O=C(CN1CCN(S(=O)(=O)c2ccc(Br)cc2)CC1)Nc1ccccc1F,0,92,92,1%,nt,nt,-14%,nt,nt
CC(=O)Nc1ccc(S(=O)(=O)N2CCSCC2)cc1,11,97,86,16%,2,174,-11%,-2,174
Cc1ccc(NC(=O)NCCCN2CCCC2=O)cc1,10,98,89,5%,nt,nt,-2%,nt,nt
CCOC(=O)N1CCC(NC(=O)CCS(=O)(=O)c2ccc3c(c2)CCN3C(=O)CC)CC1,-10,86,96,-13%,4,158,5%,-4,158
O=C(CCCN1C(=O)CSc2ncccc21)N1CCN(c2cccc(C(F)(F)F)c2)CC1,15,79,64,-23%,nt,nt,-3%,nt,nt
CC1Cc2nc(SCC(=O)OCc3ccccc3)n(C)c(=O)c2S1 (stereo unspecified),8,94,86,-17%,nt,nt,1%,nt,nt
CCOC(=O)N1CCN(C(=O)c2ccc3c(=O)n(-c4ccc(OC)cc4)c(=S)[nH]c3c2)CC1,-19,72,91,-2%,4,182,6%,-4,182
CCCCn1c(CCn2nc(C)c(Br)c2C)n[nH]c1=S,nt,nt,nt,-113%,1,217,3%,-1,217
Cc1cc(C(=O)N2CCN(CCc3ccccc3)CC2)no1,8,93,85,-10%,0,176,-6%,0,176
CCCOc1ccc(C(=O)NCc2cccnc2)cc1,-14,90,103,3%,20,152,-3%,-20,152
COc1ccc(CCNC(=O)C2CCCN(S(C)(=O)=O)C2)cc1OC (stereo unspecified),5,104,100,-2%,3,58,-2%,-3,58
COc1cccc(OCc2nnc(SCC(=O)NCc3ccco3)n2CCc2ccccc2)c1,4,80,76,-40%,-2,187,-33%,2,187
CCC12CN3CC(CC)(CN(C1)C31C(=O)N(C)c3ccc(C)cc31)C2=O (stereo unspecified),2,100,98,-17%,nt,nt,-9%,nt,nt
CCOc1c(OC)cc(C2C(C#N)=C(N)Oc3n[nH]c(-c4ccncc4)c32)cc1OC (stereo unspecified),-8,92,99,-14%,-5,115,6%,5,115
COC(=O)c1ccc(Sc2ccc(Cl)cc2)c(N)c1,-2,85,87,31%,-1,174,0%,1,174
O=C(CC(=O)c1ccccc1O)c1ccc(F)cc1,nt,nt,nt,27%,-18,170,-3%,18,170
O=C(O)c1ccc(F)c(S(=O)(=O)Nc2ccccc2)c1,-15,78,92,-6%,-5,119,10%,5,119
Cc1ccc(N(CN2CCCC2=O)C(=O)c2ccc(OC(C)C)cc2)cc1,nt,nt,nt,-57%,-6,94,-9%,6,94
Cc1nn(Cc2ccc(F)cc2)c(C)c1NC(=O)c1cc(-c2ccc3c(c2)OCO3)on1,5,86,81,-10%,-11,132,-10%,11,132
COc1ccccc1NC(=O)CN(C)S(=O)(=O)c1ccc2c(c1)CCC(=O)N2,10,102,92,25%,-11,163,-12%,11,163
CCCC1=Nc2cc(C(=O)NCCCOC(C)C)ccc2Sc2ccccc21,-28,16,45,-8%,12,178,-4%,-12,178

# Structural class: the entries above with a CF3 group
SMILES,MRP resist rev,MRP resist rev cytotoxicity,MRP resist rev with doxorubicin,PLAP inhibitors HTS,NFkB transloc pot,NFkB transloc pot cell count 2 µM,Bcl-B TR3 displacers,NFkB transloc inh,NFkB transloc inh cell count 2 µM
O=C(CC1SCCNC1=O)Nc1cccc(C(F)(F)F)c1 (stereo unspecified),8,101,92,-13%,1,97,6%,-1,97
CC(C)(/C=N/O)/[N+]([O-])=C/c1ccccc1C(F)(F)F,nt,nt,nt,-2%,-6,107,2%,6,107
O=C(CCCN1C(=O)CSc2ncccc21)N1CCN(c2cccc(C(F)(F)F)c2)CC1,15,79,64,-23%,nt,nt,-3%,nt,nt

# Following part:
SMILES,MRP resist rev,MRP resist rev cytotoxicity,MRP resist rev with doxorubicin,PLAP inhibitors HTS,NFkB transloc pot,NFkB transloc pot cell count 2 µM,Bcl-B TR3 displacers,NFkB transloc inh,NFkB transloc inh cell count 2 µM
Fc1ccc(CSc2nnc(CN3CCOCC3)n2-c2ccccc2)c(Cl)c1,nt,nt,nt,-87%,13,195,-1%,-13,195
Cc1ccc(C)c(NC(=S)NNC(=O)c2ccc(Br)o2)c1,nt,nt,nt,-126%,-2,137,-3%,2,137
O=C(CN1CCC(Cc2ccccc2)CC1)NC(=O)NCc1ccco1,-14,67,81,-32%,-20,123,-3%,20,123
CCCCN(CCCC)C(=S)N/N=C/c1c(C)[nH]n(-c2ccccc2)c1=O,nt,nt,nt,-33%,11,116,-11%,-11,116
COCCCn1c(SCC(=O)OC2CCCCC2)nnc1-c1cccs1,9,94,84,-41%,-5,190,18%,5,190
CC(=O)O/N=C(/C)c1ncc(C(F)(F)F)cc1N1CCOCC1,-9,90,100,-21%,1,165,-2%,-1,165
Cc1cccc(CCNC(=O)C2CCC(CNc3c(N4CCCC4)c(=O)c3=O)CC2)c1 (stereo unspecified),1,99,97,-23%,-11,147,3%,11,147
Cc1oc(-c2ccc(F)cc2)cc1-c1nn2c(-c3ccoc3C)nnc2s1,6,90,84,-33%,nt,nt,-18%,nt,nt
Cc1ccc(C)c(S(=O)(=O)NCc2ccc(C(=O)N3CCCCC3C)cc2)c1 (stereo unspecified),-13,48,61,-40%,20,143,-8%,-20,143
COc1ccc(S(=O)(=O)/N=C2/C=CC(=O)C(C)=C2C)cc1,nt,nt,nt,-3%,6,138,3%,-6,138
COc1ccc(CN2CC(C(=O)NCCCN3CCN(C)CC3)CC2=O)cc1 (stereo unspecified),-1,100,101,-3%,7,96,3%,-7,96
CCCn1c(=N)n(CC(=O)c2cccs2)c2ccccc21,16,99,83,-12%,nt,nt,-6%,nt,nt
CCOC(=O)c1cc2c(=O)n3ccccc3nc2n(CCCOC)c1=NC(=O)C(C)(C)C,3,70,66,-23%,-6,115,-9%,6,115
Cc1cc(C(C)(C)C)c(O)c(C)c1CC1=NCCN1,nt,nt,nt,10%,-4,148,-1%,4,148
CCCCc1c(O)nc(SCC(=O)N2CCOCC2)n(-c2ccccc2C)c1=O,9,99,89,-24%,30,131,11%,-30,131
Cc1nc(SCC(=O)OCc2ccccc2)c(C#N)c(-c2ccccc2)c1C(=O)Nc1ccccc1,nt,nt,nt,-7%,-9,111,-10%,9,111
CCN1C(=O)C2(/C(=C(\O)c3ccc4c(c3)OCCO4)C(=O)C(=O)N2CCCOC)c2ccccc21 (stereo unspecified),-1,97,98,-39%,6,100,-8%,-6,100
CC(=O)Nc1ccc(NC(=O)Cn2cc3c(n2)CCC(C)C3)cc1 (stereo unspecified),9,98,89,nt,-6,137,nt,6,137
COc1ccc(NC(=O)c2cnc(C)cn2)cc1-n1cnnn1,nt,nt,nt,-8%,16,143,-1%,-16,143
O=C(Nc1ccc2oc(-c3ccccc3Cl)nc2c1)c1ncn[nH]1,9,96,87,-98%,20,123,-13%,-20,123
O=C(Nc1ccc(C2CCCCC2)cc1)C1CCCN(c2ncccn2)C1 (stereo unspecified),-3,53,56,-4%,nt,nt,-3%,nt,nt
COC(=O)c1cc(C)sc1NC(=O)CCCC(=O)O,-11,84,95,6%,21,124,-6%,-21,124
CCOC(=O)N1CCN(C(=O)Cn2cc3c(n2)CCCC3)CC1,11,101,89,-12%,nt,nt,-4%,nt,nt
Cc1cc(NC(=O)Nc2ccc(F)cc2)no1,-6,88,94,-21%,17,137,-2%,-17,137
CCCCCCOC(=O)c1ccc(NC(=O)c2cc(OC)c(OC)c(OC)c2Br)cc1,nt,nt,nt,-101%,0,129,-9%,0,129
